Screening data: PubChem BioAssay, several laboratories
Mtb UGM inh – Mtb UDP-galactopyranose mutase inhibition. P9WIQ1. purified UGM, fluorescence polarization probe displacement. 320,000 tested, 0.06% active. inhibition, % at 10 µM. AID 504406; in the data active means inhibition above about 10%, passing the limit was not always enough; inconclusive means no clear call, values can overlap the other calls
Target sequence (P9WIQ1 whole entry, looked up): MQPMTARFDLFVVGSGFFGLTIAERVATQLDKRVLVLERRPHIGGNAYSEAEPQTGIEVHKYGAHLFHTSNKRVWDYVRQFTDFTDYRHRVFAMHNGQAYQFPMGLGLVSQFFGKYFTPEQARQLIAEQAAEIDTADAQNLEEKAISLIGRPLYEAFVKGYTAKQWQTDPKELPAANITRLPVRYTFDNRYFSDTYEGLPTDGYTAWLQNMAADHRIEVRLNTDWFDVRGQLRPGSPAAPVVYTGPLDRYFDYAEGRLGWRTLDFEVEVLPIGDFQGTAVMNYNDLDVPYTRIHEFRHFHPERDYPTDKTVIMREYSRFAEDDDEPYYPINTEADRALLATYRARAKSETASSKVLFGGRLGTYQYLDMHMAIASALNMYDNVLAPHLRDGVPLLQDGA
GDH-TPI counter – inhibits GDH-TPI coupling enzymes, artifact for Mtb FBA screen; GDH-TPI coupled enzyme counterscreen, NADH absorbance; inhibition, % at 4.8 µM; 360,000 tested, 1.2% active;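 further: 0% = DMSO wells and 100% = wells lacking the enzyme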
BioA inh – inhibitors of Mycobacterium tuberculosis BioA enzyme; purified M. tuberculosis BioA enzyme, plate reader; inhibition, % at 9.99 µM; 360,000 tested, 0.096% active; in the data active means inhibition above about 40%; inconclusive means no clear call, values can overlap the other calls
PrPC TRFRET – cell surface PrPC inhibition, primary TR-FRET screen; P04156; TR-FRET read-out; 370,000 tested, 0.43% active; inhibition, % at 13.8 µM; in the data active means inhibition above about 24%; further: 0% = median of the test wells and 100% = reference compound wells
BoNT F protease – BoNT F light chain protease inhibition. Multiplex microsphere protease cleavage assay, flow cytometry. inhibition, % at 10 µM. 360,000 tested, 0.22% active; in the data active means inhibition above about 35%, passing the limit was not always enough; inconclusive means no clear call, values can overlap the other calls; further: plate controls were buffer without enzyme for full effect and enzyme alone for no effect
Mtb FBA inh – inhibits M. tuberculosis FBA enzyme; purified M. tuberculosis FBA, fluorescence read-out; inhibition, % at 1 µM; 360,000 tested, 2.3% active; in the data active means inhibition above about 27%;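 further: 0% = vehicle and 100% = reference inhibitor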
Target sequence (P9WQA3 whole entry, looked up): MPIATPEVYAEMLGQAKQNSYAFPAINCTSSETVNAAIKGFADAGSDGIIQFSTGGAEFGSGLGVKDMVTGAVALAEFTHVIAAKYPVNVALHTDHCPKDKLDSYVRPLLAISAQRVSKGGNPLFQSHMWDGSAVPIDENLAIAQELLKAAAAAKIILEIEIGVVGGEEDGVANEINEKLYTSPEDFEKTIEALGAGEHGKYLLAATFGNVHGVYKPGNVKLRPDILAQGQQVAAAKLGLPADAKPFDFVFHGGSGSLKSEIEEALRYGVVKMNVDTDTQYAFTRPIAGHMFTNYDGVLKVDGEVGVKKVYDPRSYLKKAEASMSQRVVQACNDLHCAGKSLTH
CCHF vOTU inh – CCHFV vOTU protease inhibition. inhibition, % at 11.5 µM. Pep-AMC fluorescence. AID 651958. 370,000 tested, 0.55% active; further: 0% = vehicle wells with enzyme and 100% = no enzyme wells
BoNT A protease – BoNT A light chain protease inhibition; 360,000 tested, 0.17% active; AID 588499; multiplex microsphere protease substrate cleavage, flow cytometry; inhibition, % at 10 µM; in the data active means inhibition above about 30%; inconclusive means no clear call, values can overlap the other calls; further: plate controls were buffer without enzyme for full effect and enzyme alone for no effect
FadD28 binding – inhibitors of Mycobacterium tuberculosis FadD28 bisubstrate binding | inhibition, % at 12.5 µM | AID 588549 | 360,000 tested, 0.22% active | FadD28 bisubstrate probe binding, fluorescence polarization; in the data active means inhibition above about 8.5%, passing the limit was not always enough; inconclusive means no clear call, values can overlap the other calls
An asterisk follows results filed as active; ? = inconclusive; . = not tested or not shown; & = joins results of further samples. Unless noted, no stated cut-off is given here; in the data, active means inhibition above about 30%; inactive means the rest.

Compound	FadD28 binding	BioA inh	BoNT F protease	PrPC TRFRET	Mtb UGM inh	CCHF vOTU inh	Mtb FBA inh	GDH-TPI counter	BoNT A protease
O=C1COc2ccc(S(=O)(=O)N3CCN(c4cccc(Cl)c4)CC3)cc2N1	-2.5	-2.9	9.1	-1.5	0.3	1.1	-0.8	7.1	1.6
CN(C)c1ccc(C(=O)/C=C/c2ccco2)cc1	3.1	.	10.5	4.6	-1.4	24.6	-1.0	22.3	27.5
CC(C)NS(=O)(=O)c1ccc(CCC(=O)N2CCc3ccccc3C2)cc1	0.4	2.0	-2.2	5.2	0.1	-3.1	5.6	3.5	-0.4
CCOC(=O)N1CCN(C(=O)CSc2ccc(-c3ccncc3)nn2)CC1	-2.9	.	-2.0	4.0	-2.8	-19.6	-2.2	-5.0	0.1
Cc1nn(CC(=O)N2CCC3(CC2)OCCO3)c(=O)c2cc3ccccc3n12	-0.8	0.2	-1.4	-15.0	-0.5	7.4	14.0	17.1	-0.9
O=C(CN(Cc1ccco1)C(=O)c1cc(=O)[nH]c2ccccc12)Nc1ccccc1Br	-3.1	-0.6	-4.9	-7.0	0.3	9.8	2.1	-3.1	0.0
C=CCN1[C@@H](Cc2ccccc2)COc2cc(N3CCSCC3)ccc2S1(=O)=O	.	.	-6.0	0.6	.	15.4	.	.	-0.2
CC(C)C[C@H]1CN(CCCC[C@@H]2CNC(=O)C(=O)N2Cc2ccccc2)C(=O)C(=O)N1Cc1ccccc1	.	.	-10.8	2.7	.	-6.4	.	.	0.1
CC(=O)N1CCN(c2ccccc2NC(=O)c2ccc3ccccc3c2)CC1	-0.4	2.1	-17.6	-15.3	-0.4	5.6	2.8	-3.0	-3.7
Cc1[nH]c2ccc(-c3nnc(SCC(=O)NCc4ccco4)n3Cc3ccccc3)cc2c1C	-1.2	3.6	0.2	-2.1	-0.7	1.5	-0.3	9.7	0.0
O=C(CCCc1cccs1)N1CCN(S(=O)(=O)c2ccccc2Br)CC1	-1.0	3.5	.	1.0	0.4	10.1	7.2	1.2	.
Cc1ccc(-n2c(C)cc(/C=N/NC(=O)c3ccncc3)c2C)c(C)c1	2.1	-1.4	-1.3	-5.7	0.4	-13.8	4.7	12.5	0.4
CC[n+]1c(/C=C2\Sc3ccccc3N2C)ccc2cccc(C)c21	-3.2	2.3	-60.2	-21.3	.	20.8	-18.7	-8.5	61.5*
O=C(N/N=C/c1ccco1)c1ccc(N2CCCC2=O)cc1	-5.7	-0.5	-6.7	-3.7	1.0	18.9	1.6	24.6	-0.3
COc1ccccc1NS(=O)(=O)c1cc(NC(=O)c2ccco2)ccc1N1CCOCC1	-2.1	.	-2.2	-10.8	1.5	6.9	-1.6	6.1	0.0
CCCCCCC(=O)N(O)C1CC(=O)N(c2ccc(Cl)cc2)C1=O (configuration not stated)	-2.6	1.4	15.5	-2.7	0.3	-4.1	0.6	0.0	1.0
Cc1ccc(C(=O)N/C(=C/c2ccco2)C(=O)N2CCC(C)CC2)cc1	-2.5	0.4	-6.2	-4.0	0.8	10.7	-0.8	-0.8	1.3
CN(CC(=O)Nc1ccc(F)cc1)C(=O)Cc1ccsc1	-0.7	-0.3	-4.5	-2.5	3.0	-15.0	-0.3	-2.9	2.9
COc1ccc(S(=O)(=O)c2c(O)c3ccc(C(=O)Nc4ccc(F)cc4)cc3[nH]c2=O)cc1	-44.7	1.8	7.5	-6.8	4.2	13.8	3.1	14.9	-0.2
CNc1nnc(-c2cc3cc(Cl)ccc3oc2=O)s1	-2.8	-0.1	-5.4	-9.2	0.1	3.7	4.4	21.4	0.8
CSc1ccccc1NC(=O)COC(=O)CSc1ccc(C)cc1	-1.5	-1.6	-14.5	8.8	2.2	8.6	2.6	2.9	-2.5
O=C(Nc1ccc(Cl)cc1F)C1CC(=O)N(Cc2ccco2)C1 (configuration not stated)	-1.3	0.7	-3.3	2.9	.	3.3	6.4	0.3	4.1
C#CCNC(=O)C1=C[C@H](C2CCCCC2)C[C@H](OCCCCO)O1	0.8	-1.3&-0.9	2.4	-0.2	1.3	-3.8	4.0	8.1	0.0
Cc1ccc(-n2nnnc2-c2ccco2)cc1	-5.2	-1.2	-25.6	-0.9	?	7.4	0.1	-0.8	-0.4
Cc1ccccc1/C=C/C(=O)N1CCOCC1	-0.8	-1.9	-2.8	3.6	-1.5	4.7	0.9	-1.6	-0.4
Cc1cc(OC(=O)c2ccc(F)cc2)c([N+](=O)[O-])c(=O)[nH]1	0.0	-0.5	-5.4	-4.6	0.1	8.1	4.8	11.2	-3.6
O=C(C1CCC1)N1CCc2cc(S(=O)(=O)NCc3ccccn3)ccc21	0.6	-0.4	5.0	3.6	-1.0	3.6	4.3	0.4	0.4
O=C(O)c1ccccc1C=NNc1ccccn1	0.0	-0.8	4.4	-1.9	.	1.4	-0.1	18.8	0.4
CCOC(=O)N1CCC(n2c(SCC(=O)NCCC3=CCCCC3)nc3ccccc3c2=O)CC1	-3.5	-1.9	8.8	1.8	-0.8	10.6	-2.3	7.7	6.8
CC(C)CN1C(=O)C(=O)N(CC(=O)N2c3ccccc3NC(=O)CC2C)C1=O (configuration not stated)	1.1	-4.0	?	-1.3	.	11.1	3.5	0.0	?
N=c1oc2ccccc2cc1C(=O)NCc1ccccc1	-1.5	-0.7	4.4	3.5	-2.0	5.8	9.5	6.5	2.9
COc1cc(OC)c(C2=Nc3ccc(Br)cc3C(c3ccccc3)N2CC(=O)NN)cc1OC (configuration not stated)	-13.1	.	0.7	-9.9	-2.8	10.1	-0.2	5.1	-0.4
C=CCOc1ccc(/C=C2\C(=N)N3N=C(S(=O)(=O)CC)SC3=NC2=O)cc1OC	-2.3	-0.6	-3.4	3.2	1.0	-0.7	5.8	14.0	-0.8
COc1cccc(Nc2ccc(-n3ccnc3)nn2)c1	-2.5	3.9	-4.8	-3.7	-1.5	-4.4	-1.1	-2.5	-0.3
Cc1nc(N2CCOCC2)c2c(C)c(C(=O)Nc3ccc(F)cc3Cl)sc2n1	-4.4	-0.4	-4.1	3.3	2.0	-7.8	-3.0	-7.4	-0.7
Cc1ccc(C)c(NNC(=O)C(=O)NNc2cc(C)ccc2C)c1	1.7	-2.9	8.4	4.3	2.3	-1.9	-1.1	3.0	1.2
O=C(NCc1ccccc1)c1cnc2n(c1=O)CCS2	-0.6	0.9	8.7	10.6	2.8	4.7	4.7	13.0	0.5
Oc1cc2c(cc1CN1CCN(c3ccc(F)cc3)CC1)OCO2	-2.0	0.5	6.5	3.0	-0.1	-11.3	-1.9	-5.2	-3.3
CCNC(=O)COC(=O)c1cc(-c2ccccc2)nn1-c1ccccc1	-6.6	.	1.7	-2.2	-1.6	-1.2	-3.7	-0.9	-0.3
Nn1c(SCC(=O)Nc2nnc(-c3ccccc3)o2)nnc1C1CC1	1.7	-1.1	3.2	-1.2	-1.3	-7.6	44.9*	7.8	1.4
Clc1ccc(OCc2nn3c(-c4ccco4)nnc3s2)cc1	-4.1	2.7	-3.8	-1.2	0.5	-2.7	-2.6	-1.0	-0.2
CCN(CC)C(=O)N1CCc2ccccc21	-3.2	.	0.8	6.9	0.3	4.5	0.2	-10.0	-0.1
CCn1c(/C=C/c2ccc([N+](=O)[O-])o2)nc2ccccc2c1=O	-0.8	-2.1	-2.1	-11.6	2.9	5.9	1.0	3.7	7.5
CC(N)c1csc(NC(=O)Nc2cccc(C(F)(F)F)c2)n1 (configuration not stated)	-4.8	1.5	-6.9	-9.5	.	-11.1	0.1	-4.9	-0.1
CSCCC(NS(=O)(=O)c1cccs1)C(=O)NCc1ccc(C)cc1 (configuration not stated)	-2.3	-1.3	0.4	4.4	-3.1	5.2	0.4	-8.3	-0.6
CCc1nn(C(C)C(=O)NCc2cccc(Cl)c2)c(=O)c2cc3occc3n12 (configuration not stated)	-0.8	16.2	-2.8	-0.9	-0.3	0.6	0.7	6.0	3.1
O=[N+]([O-])c1ccc(NC(=S)NCC(c2cccnc2)N2CCOCC2)cc1 (configuration not stated)	0.0	.	-4.2	-9.5	1.3	5.7	0.0	12.4	0.2
Cn1nc(C(=O)NCc2cccs2)c2ccccc2c1=O	-2.2	-0.9	2.3	4.6	-0.5	0.9	2.8	-3.5	-0.2
Cc1ccc(OCC(=O)N2CCN(Cc3ccc4c(c3)OCO4)CC2)cc1	0.7	.	-4.6	1.3	0.5	-6.0	5.5	4.2	-3.1
O=C(Cc1ccc(Cl)cc1)Nc1cc(Cl)ccn1	-4.7	.	-2.8	11.1	-0.4	6.5	-2.4	2.6	-0.3
COc1cc(OC)cc(C(=O)NNS(=O)(=O)c2ccc(F)cc2)c1	-0.4	-1.2	.	-4.3	-0.4	-11.1	1.1	-1.7	.
Cc1cc(-c2ccc(C(C)C)c(S(=O)(=O)N3CCC(C)CC3)c2)on1	0.1	-1.8	-2.8	0.6	0.2	4.6	-2.9	2.4	1.1
O=C(COC(=O)COc1ccccc1)Nc1ccccc1OC(F)F	-2.6	-1.7	-1.4	-0.3	-1.3	4.7	-2.4	-3.9	-0.2
C=CCn1c(SCC(=O)NC2CCS(=O)(=O)C2)nc2sc(CC)cc2c1=O (configuration not stated)	-1.6	3.4	0.2	4.9	0.8	13.6	1.3	-2.5	-0.2
NS(=O)(=O)c1ccc(-n2ncc3c(=O)[nH]c(SCC(=O)Nc4nccs4)nc32)cc1	-1.4	-2.1	-8.3	1.1	1.9	-3.1	2.5	7.2	-0.6
O=C(NCCS(=O)(=O)N1CCN(c2ccccc2)CC1)C1CC(=O)N(c2ccc(F)cc2)C1 (configuration not stated)	-2.6	-1.2	-3.8	0.1	1.4	13.0	-2.5	-8.7	2.5

The list goes on, starting with the last 2 of the part before.
Compound	FadD28 binding	BioA inh	BoNT F protease	PrPC TRFRET	Mtb UGM inh	CCHF vOTU inh	Mtb FBA inh	GDH-TPI counter	BoNT A protease
NS(=O)(=O)c1ccc(-n2ncc3c(=O)[nH]c(SCC(=O)Nc4nccs4)nc32)cc1	-1.4	-2.1	-8.3	1.1	1.9	-3.1	2.5	7.2	-0.6
O=C(NCCS(=O)(=O)N1CCN(c2ccccc2)CC1)C1CC(=O)N(c2ccc(F)cc2)C1 (configuration not stated)	-2.6	-1.2	-3.8	0.1	1.4	13.0	-2.5	-8.7	2.5
O=C(OCc1ccccn1)c1ccc(COc2ccccc2Cl)o1	-0.8	-1.6	-9.3	-1.0	-1.9	9.4	11.7	2.3	-0.3
O=S1(=O)CC(N2CCN(c3ccccn3)CC2)CN1C1CCCCC1 (configuration not stated)	-6.4	8.6	-1.7	2.2	.	3.5	0.0	.	-1.8
CCc1ccc(NC(=O)Cn2nnc(C(=O)NCc3cccs3)c2N)cc1	1.1	.	-1.4	0.4	2.3	-4.5	-0.1	11.2	0.3
CN(C)CCN(C(=O)c1ccc2ccccc2c1)c1nc2ccc(Br)cc2s1	0.0	-0.8	-3.9	9.4	-1.2	-6.3	2.5	7.6	-1.0
CCOC(=O)N1CCC(N2CCN(Cc3ccc(C)o3)C(CCO)C2)CC1 (configuration not stated)	-1.0	-0.3	4.1	-6.1	0.2	-4.0	3.4	5.0	-0.2
Cc1ccc(-c2nnc(SCC(=O)N/N=C/c3c(C)nn(-c4ccccc4)c3C)n2-c2ccccc2)cc1	-6.2	.	0.9	-5.7	-4.0	-11.6	0.4	11.8	-0.2
CC1(C)c2[nH]c3ccccc3c2C[C@H]2C(=O)N(CCCO)CC(=O)N21	1.3	-0.2	5.8	6.7	-1.4	2.0	5.5	-2.0	-1.1
Cc1cccc(NC(=O)c2ccc(OCc3c(C)noc3C)cc2)n1	0.3	-2.1	-18.6	8.7	-3.9	-2.1	1.7	-6.7	-2.0
CCN(Cc1ccccc1)C(c1ccccn1)c1nnnn1C1CCCCC1 (configuration not stated)	-0.5	-1.2	-3.0	3.9	0.7	2.9	3.0	3.8	-0.4
Cc1nc2c(=O)oc3ccccc3c2n1-c1ccccc1	-1.3	-0.1	-5.0	-2.3	1.9	-2.6	0.3	1.9	-0.8
COc1ccc(C2CCCN2C(=O)Nc2ccccc2)cc1OC (configuration not stated)	-0.2	11.3	-13.8	-4.6	1.0	-2.4	3.3	3.3	-1.0

Random draw from the library; about 4.8% have a hit in one of these screens.
